Screening results (PubChem BioAssay)
Insulin prom inh = inhibitors of insulin promoter-driven GFP, primary screen, imaging, TRM-6 cells (human fetal islet line), eGFP reporter, cell count; AID 1273, 2008; inhibition, % at 2 µM; reporter expression induced with tamoxifen; actives 0.9% (n = 130,000);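 active = inhibition above the mean plus 3 SD, with well images judged a real hit on visual review, cut at about 60% in these data, passing the limit was not always enough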
SDO1 yeast rescue = growth rescue of sdo1-depleted yeast, primary screen, S. cerevisiae, bone marrow failure model; z-score at 10 µM; AID 817, 2007; S. cerevisiae sdo1-depleted JHY4D growth rescue, OD600 30 h; stronger effect = higher value; pdr5 snq2 efflux-pump mutant strain; actives 0.21% (n = 140,000);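 active = z-score above 3 at both the 24 hr and the 30 hr optical density reads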;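 note: z-score against mean and SD of all compound wells on the same plate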
SDO1 yeast rescue Rescue 24 h = also measured in SDO1 yeast rescue; calls as there; z-score; S. cerevisiae sdo1-depleted JHY4D growth rescue, OD600; measured here: growth rescue at 24 h;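 0 is the plate mean of compound wells and units are plate SD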
Numbers without * were called inactive; . = not tested or not shown. Only part of the results is shown; count on the stated rates, not on these rows.

no.	SDO1 yeast rescue	SDO1 yeast rescue Rescue 24 h	SMILES	Insulin prom inh
1	-1.4	-1.6	CCn1c(=O)cc(SCC(=O)N2CCN(c3ccccc3OC)CC2)c2ccccc21	.
2	0.09	0.86	COCCNC(=O)c1cc2c3ccccc3n(C)c2s1	7
3	0.34	0.07	Cc1ccc(C(=O)NC2CCCCCC2)cc1N1CCCC1=O	-20
4	.	.	CCOC(=O)c1cc(NC(=O)c2cccs2)ccc1N1CCOCC1	45
5	-1.3	-0.95	CCOC(=O)C1=C(CNCc2ccccc2Cl)NC(=O)NC1c1ccc2c(c1)OCO2 (stereo not given)	-76
6	-0.1	0.13	CCOc1ccc(NC(=O)CSC(N)=O)cc1	.
7	-2.7	-1.9	FC(F)Sc1ccc(NC(=S)NCC2CCCCC2)cc1	-50
8	-1.5	-1.3	COc1ccc(NC(=O)c2ccco2)cc1NC(=O)c1ccc(C)cc1	-64
9	-0.59	-0.84	O=C(CN1CCN(C(=O)N2CCOCC2)CC1)Nc1ccc(Br)cc1	-186
10	0.38	0.37	COc1ccc(/C=C2/C(=O)N(c3nc4ccccc4s3)N=C2CSc2ccc(Cl)cc2)cc1	7
11	-1.1	-0.82	Cn1c(-c2cc3ccc(OC(=O)C(C)(C)C)cc3oc2=O)nc2ccccc21	-56
12	0.19	1.5	CCOc1ccc(/C=C/C2=Cc3c(sc(NC(=O)CSc4n[nH]c(N)n4)c3C#N)C(C)(C)C2)cc1	-51
13	-0.34	-0.58	O=C(N/N=C/c1ccccn1)c1ccc(Br)cc1	.
14	0.79	0.26	Cc1cc(C(=O)N2CCN(c3ccccc3)CC2)c(C)o1	14
15	0.26	-0.26	CC1=CCC2C(=O)N(c3nc4ccccc4n3C)C(=O)C2C1 (stereo not given)	-50
16	1.6	1.1	O=C(CSc1nnc(Cc2ccccc2)n1-c1cccc(Cl)c1)N1CCOCC1	-32
17	0.39	0.64	CCCCCOC(=O)c1[nH]c2c(c1C)C(=O)CC(c1ccco1)C2 (stereo not given)	-37
18	0.16	-0.22	O=C1CN(C(=O)c2cccs2)c2ccccc2N1	.
19	0.79	0.27	Nc1nonc1C(=O)NCCNCc1ccccc1OCc1ccccc1F	.
20	-0.28	-0.23	NNC(=O)CN1C(c2ccc(Br)cc2)=Nc2ccc(Br)cc2C1c1ccccc1 (stereo not given)	29
21	-0.6	-0.62	CCCCc1ccc(Nc2ncccc2C#N)cc1	.
22	.	.	CC(=O)N1N=C(c2ccc(NS(C)(=O)=O)cc2)CC1c1ccc2nccnc2c1 (stereo not given)	38
23	0.95	0.27	O=C1c2ccccc2C(=O)N1CCCc1nc(-c2cccnc2)no1	-75
24	-1.5	-1.5	Cc1nn2c3ccccc3nc2c2ccccc12	62
25	-0.37	-0.54	Cc1ccc(NC(=S)N/N=C/c2ccc(Cl)c([N+](=O)[O-])c2)cc1	-43

(more compounds)
no.	SDO1 yeast rescue	SDO1 yeast rescue Rescue 24 h	SMILES	Insulin prom inh
26	0.13	0.53	C[C@@]12CC(=O)NC1N(C(=O)c1cccc(C(F)(F)F)c1)C(c1ccccc1OC(=O)c1cccc(C(F)(F)F)c1)C2 (stereo not given in full)	14
27	1.9	2.6	CC1(C)N=C(N)N=C(N)N1c1ccccc1	60
28	-0.55	0.53	Cc1nn(CC(O)Cn2c3c(c4ccccc42)CCN(C)C3=O)c(C)c1Br (stereo not given)	-57
29	.	.	Cn1cc(CNCc2cn[nH]c2-c2ccc(F)cc2)c(-c2ccc3c(c2)OCCO3)n1	0
30	0.26	0.08	O=C(NCc1cccnc1)c1cccc2c1C(=O)N(Cc1cccnc1)C2	.
31	0.86	0.58	O=c1[nH]c2ccccc2nc1Cc1ccccc1	.
32	.	.	C(=N\Nc1nc2ccccc2[nH]1)/c1ccccn1	19
33	0.84	2	CC1=Nc2nc(N3CCCCC3)c(C#N)c3c4c(nc(c23)N1)N(c1ccc(C(C)C)cc1)C(=O)C4	4
34	0.27	0.2	O=C(Nc1ccc(Cl)cc1)[C@@H]1[C@@H]2C(=O)N(c3ccc(Cl)cc3)C(=O)[C@@H]2[C@H]2C=CC=NN21	3
35	-0.51	0.26	CCOc1ccc(OCC)c(NC(=O)C(NS(=O)(=O)c2ccc3c(c2)oc(=O)n3C)C(C)C)c1 (stereo not given)	.
36	-3.2	-2.3	Cc1c(Cl)cccc1NC(=O)c1cc(-c2ccccc2O)n[nH]1	11
37	0.15	-0.08	Cc1c(NC(=O)/C(C#N)=C/c2cccs2)c(=O)n(-c2ccccc2)n1C	-45
38	.	.	Cc1cc(C)c2c(n1)nn1c(N3CCN(c4ccccc4C)CC3)cc(C)nc21	-37
39	-0.34	-0.38	O=C(O)CCc1ccc(-c2cccs2)n1Cc1ccco1	63
40	-0.37	-0.97	C/C(=N\OCC(=O)Nc1c(C)cc(C)cc1C)c1ccc2c(c1)OCCO2	53
41	0.2	-0.07	Cc1nc2cc(NC(=O)N3CCC(c4ccccc4)C3)ccc2n1C (stereo not given)	-62
42	-0.97	-1.5	COc1ccc(CCC(=O)NCc2ccco2)cc1	14
43	-0.02	-0.24	COc1ccc2c(c1)-c1nc(/N=C/c3c(O)ccc4ccccc34)sc1CC2	69
44	0.93	0.97	Cc1nn(CCc2nn[nH]n2)c2nc(C(F)(F)F)cc(C(F)(F)F)c12	.
45	-0.51	0.3	Cc1nc(SCC(=O)NC(C)(C#N)C2CC2)c2c(-c3cccs3)csc2n1 (stereo not given)	-73
46	-1.4	-1.5	COc1ccc(OC)c(Nc2cc(-c3ccccc3)nc(N)n2)c1	-200
47	-0.13	-0.5	O=C(Nc1ccc(Cl)c(C(F)(F)F)c1)C(=O)N1CCCCC1	.
48	0.72	0.26	CN1C(=O)CC(P(=O)(c2ccccc2)c2ccccc2)N(C)C1=O (stereo not given)	29
49	-0.62	-0.76	CCOC(=O)C(NC(=O)c1cccc(Cl)c1)(OCc1ccccc1)C(F)(F)F (stereo not given)	3
50	-0.37	-1.1	O=C(COC(=O)C1(c2ccccc2F)CCCC1)N1CCOCC1	23

Excerpt, entries 26 to 31
no.	SDO1 yeast rescue	SDO1 yeast rescue Rescue 24 h	SMILES	Insulin prom inh
26	0.13	0.53	C[C@@]12CC(=O)NC1N(C(=O)c1cccc(C(F)(F)F)c1)C(c1ccccc1OC(=O)c1cccc(C(F)(F)F)c1)C2 (stereo not given in full)	14
27	1.9	2.6	CC1(C)N=C(N)N=C(N)N1c1ccccc1	60
28	-0.55	0.53	Cc1nn(CC(O)Cn2c3c(c4ccccc42)CCN(C)C3=O)c(C)c1Br (stereo not given)	-57
29	.	.	Cn1cc(CNCc2cn[nH]c2-c2ccc(F)cc2)c(-c2ccc3c(c2)OCCO3)n1	0
30	0.26	0.08	O=C(NCc1cccnc1)c1cccc2c1C(=O)N(Cc1cccnc1)C2	.
31	0.86	0.58	O=c1[nH]c2ccccc2nc1Cc1ccccc1	.

Next structures follow:
no.	SDO1 yeast rescue	SDO1 yeast rescue Rescue 24 h	SMILES	Insulin prom inh
51	-1.6	-0.9	COc1ccnc(N=CNOCc2ccc(C)cc2)c1C#N	42
52	-1.2	-1.1	CCOC(=O)c1sc(NC(=O)c2c(C)nn(Cc3ccccc3)c2C)cc1C	18
53	-2	-1.4	COc1ccccc1-c1cc(C(=O)NC(C)c2ccccc2)no1 (stereo not given)	.
54	1.1	1.1	O=c1[nH]c(=O)n(Cc2ccco2)c2c1C(C(F)(F)F)(C(F)(F)F)N=C(Cc1ccccc1)N2	-47
55	0.65	0.32	O=S(=O)(c1ccc(Oc2ccccc2)cc1)N1CCOCC1	-42
56	0.33	-0.26	c1ccc(-c2nn3nnnc3c3ccccc23)cc1	-174
57	-0.05	-0.23	Fc1ccccc1N1CCN(Cc2nc(-c3ccc(Cl)cc3Cl)no2)CC1	-347
58	.	.	O=C1C2CC=CCC2C(=O)N1c1ccc(N2CCN(c3ccccn3)CC2)c([N+](=O)[O-])c1 (stereo not given)	43
59	.	.	Cc1cccc(N2CCN(c3nc4nonc4nc3N3CCSCC3)CC2)n1	-46
60	0.07	-1.4	CCN(Cc1cc2ccccc2[nH]c1=O)C(=O)C1CCCCC1	.
61	-0.88	-1.4	CCNS(=O)(=O)c1ccc(S(=O)(=O)N(Cc2ccccn2)C2CCCCC2)cc1	-66
62	-2	-1.8	CCOc1ccc(C2=NNC(c3cccs3)=Nc3ccc(OC)cc32)cc1	8
63	0.47	0.29	CC(C)OCCCNS(=O)(=O)c1ccc2c(c1)oc(=O)n2C	.
64	.	.	CCn1c(=N)c(C(N)=O)cc2c(=O)n3cccc(C)c3nc21	-23
65	-0.59	-0.57	COCCNC(=O)c1ccccc1NC(=O)c1ccccc1N(C)S(=O)(=O)c1ccc(C)cc1	-50
66	0.61	1.8	O=C(Cn1nc(C(F)(F)F)c2c1CCCC2)Nc1ccc2c(c1)OCO2	.
67	-0.42	-0.97	Cc1ccc(C(C)C)c(OCC(=O)Nn2c(=O)[nH]c3ccccc3c2=O)c1	21
68	-0.29	-1.1	CCCCNC(=O)Nc1cc(C(=O)OC)ccc1C	15
69	-0.4	-0.87	O=C(/C=C/c1cccs1)Nc1ccncc1	-11
70	-0.57	-0.11	CCCCCn1c(CN2CCCCC2C)nc2c1c(=O)n(C)c(=O)n2C (stereo not given)	21
71	0.34	0.47	O=C(Nn1nnnc1Nc1ccccc1)C12CC3CC(CC(C3)C1)C2	.
72	-0.22	0.82	Cc1ccc(-n2c(COc3c(C)cccc3C)nnc2SCC(=O)Nc2nccs2)cc1	3
73	-0.24	0	COC(=O)c1[nH]c2cccc(Cl)c2c1NC(=O)CN(C)C1CCCCC1	12
74	-0.78	-0.75	CCCCCCNC(=O)C(C(=O)OCC)C1CCCCC1 (stereo not given)	-81
75	0.95	1.3	Cc1ccc(Nc2nc(N)c([N+](=O)[O-])c(N3CCOCC3)n2)cc1	.

Later entries:
no.	SDO1 yeast rescue	SDO1 yeast rescue Rescue 24 h	SMILES	Insulin prom inh
76	.	.	Cc1cc2cc(CCNC(=O)C(C)C)c(=O)[nH]c2cc1C	71
77	-0.06	-0.45	CCCCNc1c([N+](=O)[O-])cc(C)cc1[N+](=O)[O-]	-54
78	0.65	1.2	Oc1ccc(Cl)cc1C1=NCCNC(C(F)(F)C(F)F)=C1	10
79	-0.19	-0.61	CCOC(=O)c1cnc2nc(NCc3ccc(OC)c(OC)c3)[nH]n2c1=O	21
80	-0.63	-1.5	COc1ccccc1N1CCN(C(=O)c2c(C)cc(=O)oc2C)CC1	.
81	0.26	0.84	O=C(CN(Cc1ccccc1)S(=O)(=O)c1ccccc1)N/N=C/c1ccccc1[N+](=O)[O-]	.
82	-1.2	-0.72	COc1ccc(C(c2nnnn2C2CCCC2)N2CCC(C)CC2)c(OC)c1 (stereo not given)	14
83	-1.7	-1	CCOc1ccc2nc(SCC#N)c(C#N)cc2c1	33
84	-0.27	-0.42	Cc1cn(C(=O)c2cccc(Br)c2)c(C)n1	-6
85	-0.56	1.4	Cc1ccc(-c2nnc(CSc3nc(C(C)C)nc4sc(C)c(C)c34)o2)cc1	26
86	-0.02	1.4	Nc1nonc1-c1nc2ccccc2n1CC(=O)N/N=C\c1ccc(-c2ccc(Cl)cc2)o1	45
87	-0.35	0.14	CC(C)CC(=O)NC(=S)Nc1cc(C(F)(F)F)ccc1N1CCOCC1	.
88	-1.8	-1	Cc1ccc(-c2nnc(SCC(=O)Nc3sc(C)c(C)c3C#N)n2C)cc1	60
89	-0.01	0.06	COc1cccc(C(=O)Nc2cccc(-c3nc4ncccc4o3)c2C)c1	0
90	0.56	0.28	CCN(CC)S(=O)(=O)c1ccc(NC(=O)Cn2c(=O)sc3ccccc32)cc1	-475
91	0.62	0.85	CCN(CC)C(=O)c1ccc(CS(=O)(=O)c2ccc(OC)cc2)o1	.
92	.	.	NC(=O)Nc1ccc(Oc2ncc(C(F)(F)F)cc2Cl)cc1	0
93	-1.2	-0.85	COc1cc(-c2nnc(CSc3nc4ccccc4s3)o2)cc(OC)c1OC	.
94	0.48	0.2	CCOC(=O)CNC(=O)Cn1cnc2c(nnn2-c2ccc(C)cc2)c1=O	.
95	0.68	0.87	N#Cc1cccc(-n2nnnc2-c2ccccn2)c1	36
96	-0.67	-0.26	OCCNc1nc(C2CC2)nc2c1nnn2Cc1ccccc1Cl	44
97	-1.7	-2.2	Cn1c(-c2c(N)n(-c3ccccc3)c3nc4ccccc4nc23)nc2ccccc21	3
98	0.16	0.56	COc1cc(OC)c(C(=O)NC2CCCCCC2)cc1OC	-35
99	0.26	-0.12	CC(C)Nc1ncnc2c1nnn2Cc1ccccc1	24
100	0.54	0.71	Cc1ccc(C)c(C(=O)CCC(=O)Nc2cccnc2)c1	-69

Laid out differently: entries from further up.
| no. | SMILES | SDO1 yeast rescue | SDO1 yeast rescue Rescue 24 h | Insulin prom inh |
| --- | --- | --- | --- | --- |
| 87 | CC(C)CC(=O)NC(=S)Nc1cc(C(F)(F)F)ccc1N1CCOCC1 | -0.35 | 0.14 | . |
| 79 | CCOC(=O)c1cnc2nc(NCc3ccc(OC)c(OC)c3)[nH]n2c1=O | -0.19 | -0.61 | 21 |
| 81 | O=C(CN(Cc1ccccc1)S(=O)(=O)c1ccccc1)N/N=C/c1ccccc1[N+](=O)[O-] | 0.26 | 0.84 | . |
| 92 | NC(=O)Nc1ccc(Oc2ncc(C(F)(F)F)cc2Cl)cc1 | . | . | 0 |
| 98 | COc1cc(OC)c(C(=O)NC2CCCCCC2)cc1OC | 0.16 | 0.56 | -35 |
